Vif-APOBEC3G blk – Vif-A3G binding inhibition | Q9HC16 | HeLa A3G-eYFP + Vif (tagged APOBEC3G with the HIV-1 protein that degrades it), YFP fluorescence, overnight | Potency, µM (highest dose often 46.1 µM), without a hit: top-dose activity, negative = active, actives largely listed as inhibitors | 0.076% of 410,000 active | AID 602310;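 also: potency is read from the fitted curve at half-maximal effect; % is scaled to controls: 0 for no effect and ±100 for the full control effect; nearly all actives have a fitted effect of over 60% in size; hits raise eYFP signal because A3G escapes Vif-driven loss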
Target sequence (Q9HC16 whole entry, looked up): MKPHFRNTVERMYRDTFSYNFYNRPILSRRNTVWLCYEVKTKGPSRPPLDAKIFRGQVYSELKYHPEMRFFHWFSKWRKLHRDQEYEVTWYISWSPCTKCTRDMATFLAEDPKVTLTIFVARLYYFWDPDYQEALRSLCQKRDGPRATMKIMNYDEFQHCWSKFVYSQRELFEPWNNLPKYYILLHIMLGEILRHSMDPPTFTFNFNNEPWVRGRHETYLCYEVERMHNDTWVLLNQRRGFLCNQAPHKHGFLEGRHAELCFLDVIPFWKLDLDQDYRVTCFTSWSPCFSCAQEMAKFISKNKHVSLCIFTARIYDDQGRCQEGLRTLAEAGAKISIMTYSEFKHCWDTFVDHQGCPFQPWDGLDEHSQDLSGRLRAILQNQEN
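HeLa cells stably expressing Vif and C-terminally eYFP-tagged A3G, seeded overnight at 37 deg C, then exposed to compound by pintool overnight at 37 deg C. Rise in yellow fluorescence (Ex 488/Em 500-530, Acumen) marks blocked Vif-driven A3G degradation.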
Vif-A3F inh – Vif-A3F binding inhibition. HeLa A3F-eYFP + Vif (tagged APOBEC3F with the HIV-1 protein that degrades it), YFP fluorescence increase. Potency, µM (doses to about 46.1 µM), for the others: top-dose activity, negative = active. 0.2% of 390,000 active. AID 602313; also: potency is read from the fitted curve at half-maximal effect; % of control where 0% means no effect; nearly all actives have a fitted effect of over 65% in size
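HeLa cells stably expressing A3F-eYFP plus Vif, plated and incubated overnight at 37 deg C, then exposed to compounds overnight at 37 deg C. Blocked degradation read as raised yellow fluorescence (Ex 488/Em 500-530).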
RGS4 inhibitor – blocks human RGS4-accelerated GTP hydrolysis. Potency, µM (series often up to 114 µM), inactives show top-dose activity change, negative = inhibition, usual class: inhibitors. Transcreener GDP fluorescence polarization, RGS4-accelerated GTP hydrolysis. 0.039% of 390,000 active; also: potency is read from the fitted curve at half-maximal effect; % is scaled to controls: 0 for no effect and ±100 for the full control effect; nearly all actives have a fitted effect of over 75% in size; some results filed as inactive show a strong effect at the top dose
Target sequence (P49798 whole entry, looked up): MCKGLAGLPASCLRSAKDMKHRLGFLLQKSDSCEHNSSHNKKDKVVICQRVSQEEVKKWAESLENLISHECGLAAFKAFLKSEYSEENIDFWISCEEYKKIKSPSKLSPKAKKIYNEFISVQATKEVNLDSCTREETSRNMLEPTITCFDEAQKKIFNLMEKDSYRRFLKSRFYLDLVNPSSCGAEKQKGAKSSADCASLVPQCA
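MLSMR compounds (23 nl, pin-transferred) preincubated 10 min at room temperature with a 500nM (2x) first reagent, then RGS4 at 900nM (2x) plus Transcreener GDP mix added; fluorescence polarization (620/688 nm) read before and after 90 min at 30 °C.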
TrxR1 inh – rat TrxR1 inhibition | O89049 | recombinant rTrxR1, NADPH fluorescence consumption, selenite substrate | Potency, µM (top dose mostly 114 µM), inactives show top-dose activity change, negative = inhibition, hits mostly inhibitors | 1% of 390,000 active | AID 588453; also: potency is read from the fitted curve at half-maximal effect; % is scaled to controls: 0 for no effect and ±100 for the full control effect; nearly all actives have a fitted effect of over 65% in size
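Rat TrxR1 (90 nM in the dispensed reagent) was pre-reduced with 400 uM NADPH for 5 min at room temperature, then incubated with compound for 15 min. After 400 uM selenite was added, NADPH fluorescence (Ex 340/Em 450 nm) was followed for 8 min.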
TrxR1 substrate – substrates of rat thioredoxin reductase 1; 0.01% of 390,000 active; O89049; purified TrxR1 substrate turnover, NADPH consumption readout; Potency, µM (doses to about 114 µM), for inactives: at the highest dose activity change, negative = substrate turnover; also: potency is read from the fitted curve at half-maximal effect; % is scaled to controls: 0 for no effect and ±100 for the full control effect; nearly all actives have a fitted effect of over 50% in size
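Rat TrxR1, dispensed at 90 nM, was prereduced with 400 uM NADPH (final) for 5 min at ~22 deg C, then incubated with compound 15 min before 400 uM selenite. A first-read NADPH fluorescence drop versus no-compound background flagged substrates.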
Glioma ERSR ind – induces the endoplasmic reticulum stress response in human glioma cells. AID 602332. 0.02% of 420,000 active. U87-MG GRP78 promoter luciferase reporter, 16 h. Potency, µM, without a hit: at the top dose activation, actives largely listed as activators; also: potency is read from the fitted curve at half-maximal effect; series mostly up to about 76 µM; % of control where 0% means no effect; nearly all actives have a fitted effect of over 35% in size
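ERSR induction read as luciferase luminescence (Bright-Glo, 10 min at room temperature) in stably transfected human U87-MG glioma cells exposed to compounds for 16 h, using GRP78 as sensor.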
LDHA inh – LDHA (human) enzyme inhibition. P00338. AID 1347041. purified LDHA, NADH/diaphorase-resazurin fluorescence; active compounds read low. activity change, % (values are at about 110 or 230 µM). 0.15% of 480,000 active; in the data active = activity change below about -30%; inconclusive = mostly about -25% to -30%;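 also: plate controls were DMSO wells for no effect and wells without enzyme for full effect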
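Resorufin fluorescence (ex540/em590), read at 0 and 20 min after diaphorase/resazurin addition, reports the NADH left after a 5 min room-temperature reaction of 2 nM human LDH5 with 0.06 mM NADH and 0.2 mM pyruvate.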
IDH1 R132H inh – human IDH1 R132H inhibition; IDH1-R132H enzyme, NADPH consumption, diaphorase/resazurin fluorescence; 0.093% of 390,000 active; AID 602179; O75874; Potency, µM (top dose mostly 76.6 µM), for inactives: at the top dose activity change, negative = inhibition, actives largely listed as inhibitors; also: potency is read from the fitted curve at half-maximal effect; % is scaled to controls: 0 for no effect and ±100 for the full control effect; nearly all actives have a fitted effect of over 65% in size
Target sequence (O75874 whole entry R132H, stated change not applied): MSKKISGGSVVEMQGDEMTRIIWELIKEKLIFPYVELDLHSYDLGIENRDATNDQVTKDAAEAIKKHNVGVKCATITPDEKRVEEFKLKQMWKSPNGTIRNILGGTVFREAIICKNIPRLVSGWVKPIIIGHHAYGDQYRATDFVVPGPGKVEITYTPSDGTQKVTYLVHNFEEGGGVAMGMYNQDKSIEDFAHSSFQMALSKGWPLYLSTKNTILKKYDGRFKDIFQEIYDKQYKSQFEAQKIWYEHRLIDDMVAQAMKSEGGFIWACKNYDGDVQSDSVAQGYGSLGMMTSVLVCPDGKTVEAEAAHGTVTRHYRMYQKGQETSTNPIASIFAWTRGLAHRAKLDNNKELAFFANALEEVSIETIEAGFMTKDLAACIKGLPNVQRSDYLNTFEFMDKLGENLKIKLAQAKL
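IDH1-R132H (0.5 ug/mL dispensed) in pH 7.5 Tris buffer was preincubated 30 min with compound, then given a substrate mix of 0.016 mM NADPH and 2 mM alpha-KG for 80 min at room temperature; remaining NADPH was read by diaphorase/resazurin fluorescence.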
USP1-UAF1 inh – USP1/UAF1 (human) deubiquitinase inhibition; recombinant USP1/UAF1, Ub-Rhodamine cleavage fluorescence; Potency, µM (series often up to 57.1 µM), for inactives: at the highest dose activity change, negative = inhibition, usual class: inhibitors; O94782; 0.23% of 390,000 active; also: potency is read from the fitted curve at half-maximal effect; % is scaled to controls: 0 for no effect and ±100 for the full control effect; nearly all actives have a fitted effect of over 60% in size; inactives centre near -12
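USP1/UAF1 complex (1 nM) preincubated 15 min at room temperature with compound, then Ub-Rho substrate (150 nM final) added. Kinetic fluorescence at 480/540 nm over 6 reads at 60 s intervals; 50 mM HEPES pH 7.8, 0.5 mM EDTA, 0.1 mg/ml BSA, 1 mM TCEP, 0.01% Tween-20.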
Numbers without * were called inactive; ? = inconclusive; . = no result given; [ ] = another dose, or the depositor's remark. Unless noted, calls follow the shape of the dose curve; as a rule, active = well fitted curve in the direction sought with a large enough effect; inconclusive = small, poorly fitted or top-dose-only effect, or another doubt; inactive = no such curve, though single readings can be large; an effect the other way counts as inactive or inconclusive. An excerpt; the hit share may differ from the screen's.

molecule | Vif-APOBEC3G blk | Vif-A3F inh | RGS4 inhibitor | TrxR1 inh | TrxR1 substrate | Glioma ERSR ind | LDHA inh | IDH1 R132H inh | USP1-UAF1 inh
CN(CC(=O)Nc1ccc(S(=O)(=O)N2CCCC2)cc1)Cc1ccc(Cl)c(Cl)c1 | 4% | -1% | -9% | 9% | -1% | -6% | 4 | 3% | -16%
Cc1ccc(NC(=S)N2CCCC(O)C2)cc1 (stereo not drawn) | -7% | -8% | -4% | -16% | -2% | 1% | -3 | 5% | -8%
O=C(Cn1cnc2c(nnn2Cc2ccccc2)c1=O)N1CCCc2ccccc21 | 7% | -5% | -1% | 3%[57.1 µM] | 5%[57.1 µM] | -5% | -3 | 1% | -14%
CCOc1ccccc1NC(=S)N1CCCc2ccccc21 | -2% | 9% | 6% | 8% | 5% | 1% | 1 | -1% | -21%
O=C(NCCc1ccccc1)c1ccccc1C(F)(F)F | -2% | 0% | . | . | . | -1% | -8 | -6% | -24%
COc1ccccc1C/C(N)=N/OC(=O)COc1ccccc1C | 1% | -10% | 9% | 32% | 8% | 0% | -8 | 3% | -19%
Cc1cc(C(=O)COC(=O)C2CCN(C(=O)c3ccc(Cl)cc3)CC2)c(C)n1CC1CCCO1 (stereo not drawn) | 1% | -1% | 5% | 18%[57.1 µM] | 2%[57.1 µM] | -1% | -1 | 1% | -22%
CC(C)NC(=O)CSc1ccccc1C(=O)N1CCN(S(=O)(=O)Cc2ccccc2)CC1 | 2% | -23% | -2% | -6% | -13% | -4% | -10 | -1% | 1%
CCc1ccc(NC(=O)COc2ccc(Br)cn2)cc1 | -7% | 10% | 18% | -7% | -13% | 0% | -6 | -9% | 3%
CS(=O)(=O)N1CCN(c2ccc(C(=O)N3CCOCC3)cc2[N+](=O)[O-])CC1 | -6% | -12% | -27%[56.9 µM] | 20% | -2% | 1% | -4 | 4% | -9%
Cc1ccc(-n2ncc(C(=O)NCCc3ccsc3)c2C2CCN(C(=O)OC(C)(C)C)CC2)cc1C | 1% | 5% | 3% | 7% | -4% | -3% | 2 | -11% | -23%
Cc1ncc(S(=O)(=O)c2ccccc2)c(-c2ccccc2Cl)n1 | -1% | -1% | 2% | 5% | 1% | 0% | -3 | 5% | -4%
O=C(CSc1nnc(Nc2ccccc2)s1)Nc1cccnc1Cl | -3% | 6% | ? | -7% | -7% | -2% | -8 | 0% | -1%
CCc1nc2nc(C)cc(Nc3ccc(F)c(Cl)c3)n2n1 | 3% | -3% | -8% | -3% | -3% | -6% | -6 | -13% | -11%
CCc1nc(SCC(=O)Nc2ccc(F)cc2F)c2c(=O)n(C)c(=O)n(C)c2n1 | 0% | 0% | 18% | -6% | -9% | -4% | -7 | 6% | -11%
COc1cc(OC)cc(C(=O)N[C@H](C(=O)OCC(N)=O)C(C)C)c1 | -1% | -2% | -18% | ? | 0% | 0% | -8 | -1% | 5%
Cc1cccc(OCCSc2nnc(-c3cccs3)o2)c1 | 0% | -19% | -6% | 15% | 6% | 1% | 3 | 0% | -19%
COc1cccc(CNC(=O)CSc2nnc(C)c3c(C)n(-c4ccccc4)nc23)c1 | -4% | -1% | 5% | -2% | -6% | -4% | 2 | -11% | -5%
O=C(Nc1cccc([N+](=O)[O-])c1)c1ccc(CSc2ccccc2)cc1 | 1% | 4% | -20% | 4% | -6% | -3% | -3 | 0% | -6%
Cc1cc(C)cc(NC(=O)c2cccnc2)c1 | -1% | 5% | 6% | 9%[57.1 µM] | 5%[57.1 µM] | -2% | -4 | 0% | 1%
CCO[C@H]1OC(C(=O)N2CCN(Cc3ccc4c(c3)OCO4)CC2)=C[C@@H](c2csc3ccccc23)[C@@H]1CCCO | 1% | -3% | 10% | 11% | -6% | -1% | 0 | -8% | -23%
COc1cc(/C=N/NC(=O)c2nonc2N)cc(OC)c1OC | 0% | -8% | 3% | -3%[57.1 µM] | -2%[57.1 µM] | -2% | -4 | 2% | -9%
CSc1ccc(/C=N/n2c(C)nc3ccccc3c2=O)cc1 | 3% | 0% | -13% | 15% | 3% | 5% | -7 | -8% | -21%
O=C(c1ccc2c(c1)OCO2)N1CCN(c2cccc(C(F)(F)F)c2)CC1 | -30% | -1% | 17% | -4%[57.1 µM] | -1%[57.1 µM] | -6% | -6 | 0% | 1%
O=C(CCS(=O)(=O)c1ccc(Br)cc1)Nc1ccccc1Cl | 4% | -3% | 5% | 11% | -1% | -2% | -9 | 13% | -13%
CCOC(=O)c1c(C)c(C(=O)NCc2ccc(Cl)cc2)c(C)n1CC | 3% | 0% | 3% | 8% | 1% | -2% | 0 | -13% | -8%
C[C@H](CO)N1C[C@H](C)[C@@H](CN(C)C(=O)Nc2ccccc2)Oc2c(cccc2N(C)C)C1=O | 2% | 6% | -3% | 6% | -1% | -3% | 1 | 11% | -19%
Cc1ccc(N2CCN(CC3CC=CCC3)CC2)cc1 (stereo not drawn) | 0% | -4% | 9% | 18% | 6% | -2% | -9 | 6% | -13%
O=C(COC(=O)/C=C/c1ccc(OC(F)F)cc1)NC1CCCC1 | 3% | 0% | 26% | -8% | -18% | -2% | -8 | 2% | 2%
Cc1cc(C)c(N2C(=O)CCCC2=O)c(Cl)c1 | -7% | 1% | 11% | 35% | 6% | -4% | -1 | 0% | -19%
CCOc1ccc2nc(NC(=O)c3ccco3)sc2c1 | 4% | 12% | 2% | 31% | 5% | -10% | 0 | -8% | -31%
Cc1cc(C)cc(OCC(=O)Nc2ccc(-c3nc4ccccc4s3)cc2)c1 | 4% | -26% | 26% | 31% | 18% | 0% | -7 | -5% | 0%
CCOC(=O)C1CCN(C(=S)Nc2ccc(C)cc2)CC1 | -1% | 2% | -4% | -22% | -7% | 0% | 0 | 7% | -20%
N#Cc1c(NC(=O)c2ccccc2)sc2c1CCCCC2 | -1% | -1% | -1% | -11% | 18% | -11% | -1 | 14% | 0%
COc1ccc(Nc2ncnc3c2nc2n3CCCC2)cc1Cl | 3% | -1% | 12% | 14% | -3% | -1% | -16 | -3% | -28%
COc1ccccc1-c1nnc(NC(=O)C(C)Sc2nncn2C)s1 (stereo not drawn) | 5% | -1% | -8% | ? | -12% | -1% | 0 | 10% | -21%

(list continues)
Results follow in this order: Vif-APOBEC3G blk | Vif-A3F inh | RGS4 inhibitor | TrxR1 inh | TrxR1 substrate | Glioma ERSR ind | LDHA inh | IDH1 R132H inh | USP1-UAF1 inh
- CCN(C#N)c1nc(NC(C)C)nc(NC(C)(C)C)n1
    0% | -15% | -12% | 13% | 1%[57.1 µM] | 0% | -11 | -6% | -10%
- Cc1ccc2nc(NC(=O)CN3C(=O)NC4(CCCCC4)C3=O)sc2c1
    -10% | -4% | 7% | 5% | -3% | 0% | -4 | 4% | -10%
- Cc1noc(C)c1C(=O)NCc1cccs1
    -10% | 0% | -15% | 9% | 3% | -6% | -1 | 5% | -15%
- CC(=O)NNc1cc(C)nc(N)n1
    1% | -7% | 3% | -1%[57.1 µM] | 8%[57.1 µM] | -3% | 1 | 3% | -1%
- O=C(CCC(=O)Nc1ccc(Oc2ccccc2)cc1)NCCO
    0% | 1% | -10% | 23%[57.1 µM] | 14%[57.1 µM] | 1% | -4 | 3% | -10%
- CN(C)CCSc1nnc(-c2ccccc2)o1
    -1% | -9% | 3%[11.4 µM] | 35%[57.1 µM] | 14%[57.1 µM] | 2% | -5 | 3% | -5%
- CC(C)C[C@@H](CN1CCC[C@@H]1CN1C(=O)C(=O)NC[C@@H]1Cc1ccccc1)N1C[C@H](Cc2ccc(O)cc2)N(CCc2ccccc2)C(=O)C1=O
    -2% | 1% | -11% | -19% | 4% | -2% | -1 | -7% | ?
- Nc1nnc(SCc2cc3c(cc2Cl)OCO3)s1
    2% | 1% | -18% | -13% | -4% | 2% | -8 | 20% | 1%
- O=P(CCc1ccccc1)(c1ccccc1)c1ccccc1
    -1% | 0% | -27% | -10% | -8% | 0% | -9 | 0% | 6%

Reprinted at random: four records from the list
Results follow in this order: Vif-APOBEC3G blk | Vif-A3F inh | RGS4 inhibitor | TrxR1 inh | TrxR1 substrate | Glioma ERSR ind | LDHA inh | IDH1 R132H inh | USP1-UAF1 inh
- CC(C)C[C@@H](CN1CCC[C@@H]1CN1C(=O)C(=O)NC[C@@H]1Cc1ccccc1)N1C[C@H](Cc2ccc(O)cc2)N(CCc2ccccc2)C(=O)C1=O
    -2% | 1% | -11% | -19% | 4% | -2% | -1 | -7% | ?
- Nc1nnc(SCc2cc3c(cc2Cl)OCO3)s1
    2% | 1% | -18% | -13% | -4% | 2% | -8 | 20% | 1%
- Cc1ccc2nc(NC(=O)CN3C(=O)NC4(CCCCC4)C3=O)sc2c1
    -10% | -4% | 7% | 5% | -3% | 0% | -4 | 4% | -10%
- CC(=O)NNc1cc(C)nc(N)n1
    1% | -7% | 3% | -1%[57.1 µM] | 8%[57.1 µM] | -3% | 1 | 3% | -1%

Screening results from PubChem BioAssay.
